Screening data deposited in PubChem BioAssay by National Center for Advancing Translational Sciences (NCATS).
TrxR1 substrate: substrates of rat thioredoxin reductase 1; 390,000 tested, 0.01% active; Potency, µM (doses to about 114 µM), for inactives: at the top dose activity change, negative = substrate turnover; purified TrxR1 substrate turnover, NADPH consumption readout; further: potency means the concentration at half of the fitted maximal effect; on the % scale 0 is the no-effect control and ±100 the full control effect; nearly all actives have a fitted effect of over 50% in size
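Rat TrxR1, dispensed at 90 nM, was prereduced with 400 uM NADPH (final) for 5 min at ~22 deg C, then incubated with compound 15 min before 400 uM selenite. A first-read NADPH fluorescence drop versus no-compound background flagged substrates.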
IDH1 R132H inh: blocks human mutant IDH1 R132H enzyme. 390,000 tested, 0.093% active. O75874. Potency, µM (top dose mostly 76.6 µM), for inactives: at the top dose activity change, negative = inhibition, hits mostly inhibitors. IDH1-R132H enzyme, NADPH consumption, diaphorase/resazurin fluorescence; further: potency means the concentration at half of the fitted maximal effect; on the % scale 0 is the no-effect control and ±100 the full control effect; nearly all actives have a fitted effect of over 65% in size
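IDH1-R132H (0.5 ug/mL dispensed) in pH 7.5 Tris buffer was preincubated 30 min with compound, then given a substrate mix of 0.016 mM NADPH and 2 mM alpha-KG for 80 min at room temperature; remaining NADPH was read by diaphorase/resazurin fluorescence.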
D2 antagonist: antagonists of human D2 dopamine receptor | 340,000 tested, 2% active | P14416 | inhibition, % at 10 µM | HEK293 TREx D2 cells, calcium flux, dopamine EC80 | AID 485344; in the data active means inhibition above about 30%; further: 0% is about no effect
Target sequence (P14416 whole entry, looked up): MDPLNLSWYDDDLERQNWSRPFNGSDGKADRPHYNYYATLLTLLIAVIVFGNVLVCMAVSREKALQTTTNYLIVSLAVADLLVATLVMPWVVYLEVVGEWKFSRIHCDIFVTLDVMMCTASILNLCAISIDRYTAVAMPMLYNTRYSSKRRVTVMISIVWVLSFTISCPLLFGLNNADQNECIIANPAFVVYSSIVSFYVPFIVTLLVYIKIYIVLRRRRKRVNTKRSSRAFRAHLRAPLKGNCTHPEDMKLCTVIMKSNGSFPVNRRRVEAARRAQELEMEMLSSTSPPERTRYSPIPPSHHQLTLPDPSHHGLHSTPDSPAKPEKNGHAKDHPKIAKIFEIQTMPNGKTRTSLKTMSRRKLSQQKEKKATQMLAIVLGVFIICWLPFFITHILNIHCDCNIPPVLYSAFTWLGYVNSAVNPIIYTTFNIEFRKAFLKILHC
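Compounds are added to dye-loaded, induced HEK293 T-REx cells coupled to calcium release via D2; after a 3 min kinetic read an EC80 dopamine stimulus is given and fluorescence is recorded for 3 more min.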
TRHR PAM: allosterically enhances the human TRH receptor; P34981; enhancement, % at 2 µM; 360,000 tested, 0.66% active; TRHR cells, fluo-8 calcium fluorescence, EC20 TRH enhancement; in the data active means enhancement above about 30%; further: 0% is about no effect
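TRHR-expressing cells loaded with fluo-8 calcium dye were read kinetically (ex 480/em 530) during compound addition, then stimulated with an EC20 of TRH (10 nM final). Enhancement of the Gq-mediated intracellular calcium response was scored.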
PI4K2A block: blocks human PI4K2A kinase activity. activity change, negative = inhibition, % at 76.9 µM. purified PI4K2A, ADP-Glo luminescence, 1 h; active compounds read low. Q9BTU6. 420,000 tested, 0.13% active; in the data active means activity change below about -50%; inconclusive means mostly about -30% to -49%;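 further: -100% = wells without enzyme as full effect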
Target sequence (Q9BTU6 whole entry, looked up): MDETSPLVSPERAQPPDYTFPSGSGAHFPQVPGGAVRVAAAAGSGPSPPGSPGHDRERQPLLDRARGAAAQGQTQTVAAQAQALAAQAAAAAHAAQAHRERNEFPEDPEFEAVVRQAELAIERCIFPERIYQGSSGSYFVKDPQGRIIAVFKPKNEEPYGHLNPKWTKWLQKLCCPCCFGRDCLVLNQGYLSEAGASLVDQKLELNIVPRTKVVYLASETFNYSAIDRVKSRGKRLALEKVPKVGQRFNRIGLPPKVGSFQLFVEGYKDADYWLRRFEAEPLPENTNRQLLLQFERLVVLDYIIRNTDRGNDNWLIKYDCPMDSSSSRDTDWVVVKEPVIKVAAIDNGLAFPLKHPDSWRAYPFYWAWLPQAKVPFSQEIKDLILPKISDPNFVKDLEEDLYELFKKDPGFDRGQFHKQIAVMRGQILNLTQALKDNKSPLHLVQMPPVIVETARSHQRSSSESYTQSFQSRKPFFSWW
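Compounds are screened against recombinant PI4K2A using PI as substrate and ATP, the latter dispensed at 300 microM. Reactions run one hour at ambient temperature before ADP-Glo detection; full inhibition defined by wells lacking enzyme.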
D2 ag: agonists of human D2 dopamine receptor. P14416. HEK293 T-REx D2 cells, calcium flux agonist mode. activation, % at 2 µM. 340,000 tested, 0.53% active. AID 485358;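 active means activation over 3 SD above normal in the single-dose calcium agonist read, cut at about 30% in these data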; further: 0% is about no effect
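Tetracycline-induced HEK293 T-REx cells with force-coupled D2 receptor, plated overnight at 30 C, loaded with no-wash calcium dye. After a 10 s baseline, compound was pin-added and calcium flux read kinetically for 180 s; calcium rises flagged agonists.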
TRHR agonist: agonists of human TRH receptor; TRHR cells, calcium flux fluo-8, FDSS agonist mode; 360,000 tested, 0.18% active; P34981; activation, % at 2 µM; in the data active means activation above about 30%; further: 0% is about no effect
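TRHR-expressing cells, plated overnight in medium with 10% serum, were loaded with fluo-8 calcium dye at room temperature. After a 10 s baseline, library compound was pin-added and calcium release was recorded kinetically (ex 480/em 530) as agonist response.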
rTrxR1 inhibitor: rat TrxR1 inhibition; 390,000 tested, 1% active; O89049; Potency, µM (titrated, usually from 114 µM), without a hit: at the top dose activity change, negative = inhibition, usual class: inhibitors; recombinant rTrxR1, NADPH fluorescence consumption, selenite substrate; further: potency means the concentration at half of the fitted maximal effect; on the % scale 0 is the no-effect control and ±100 the full control effect; nearly all actives have a fitted effect of over 65% in size
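Rat TrxR1 (90 nM in the dispensed reagent) was pre-reduced with 400 uM NADPH for 5 min at room temperature, then incubated with compound for 15 min. After 400 uM selenite was added, NADPH fluorescence (Ex 340/Em 450 nm) was followed for 8 min.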
USP1-UAF1 inh: inhibitors of human USP1/UAF1 deubiquitinase; 390,000 tested, 0.23% active; O94782; recombinant USP1/UAF1, Ub-Rhodamine cleavage fluorescence; Potency, µM (top dose mostly 57.1 µM), inactives show top-dose activity change, negative = inhibition, actives largely listed as inhibitors; further: potency means the concentration at half of the fitted maximal effect; on the % scale 0 is the no-effect control and ±100 the full control effect; nearly all actives have a fitted effect of over 60% in size; inactives centre near -12
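High-throughput fluorogenic screen: 1nM USP1/UAF1 complex, Ub-Rho substrate 150nM final, 50mM HEPES pH 7.8 with 0.5mM EDTA, 0.1 mg/ml BSA, 1mM TCEP and 0.01% Tween-20.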
Starred values were filed as active, the others as inactive; [ ] = remark or other dose. Unless noted, the call rests on the fitted dose curve; in most records, active means well fitted inhibition curve with a large enough effect; inconclusive means small, poorly fitted or top-dose-only effect; inactive means no such curve, though single readings can be large or run the other way. Hits appear at their usual frequency, and some 3.9% of all compounds hit somewhere here.

Start of the data: the first 2 compounds, to show the layout:
Screening O=C(Cn1nc([N+](=O)[O-])nc1Br)NC1CCCCC1 returned TrxR1 substrate 5%[0.0914 µM], IDH1 R132H inh 2%, D2 antagonist -5, TRHR PAM -3, PI4K2A block 0, D2 ag 0.2, TRHR agonist 0.2, rTrxR1 inhibitor 13%[57.1 µM] and USP1-UAF1 inh -15%.
COc1ccc(CC(C)CC(=O)NCCc2ccc(OC)c(OC)c2)cc1 (centres undefined) was read as TrxR1 substrate 1%, IDH1 R132H inh 0%, D2 antagonist -6, TRHR PAM -11, PI4K2A block -1, D2 ag -0.5, TRHR agonist 0.1, rTrxR1 inhibitor 15% and USP1-UAF1 inh -26%.

The whole of this part, from the first entry:
Screening O=C(Cn1nc([N+](=O)[O-])nc1Br)NC1CCCCC1 returned TrxR1 substrate 5%[0.0914 µM], IDH1 R132H inh 2%, D2 antagonist -5, TRHR PAM -3, PI4K2A block 0, D2 ag 0.2, TRHR agonist 0.2, rTrxR1 inhibitor 13%[57.1 µM] and USP1-UAF1 inh -15%.
COc1ccc(CC(C)CC(=O)NCCc2ccc(OC)c(OC)c2)cc1 (centres undefined) was read as TrxR1 substrate 1%, IDH1 R132H inh 0%, D2 antagonist -6, TRHR PAM -11, PI4K2A block -1, D2 ag -0.5, TRHR agonist 0.1, rTrxR1 inhibitor 15% and USP1-UAF1 inh -26%.
For CCCN(CCC)CCCNC(=O)c1cn(CC)c2ccc(S(=O)(=O)N3CCOCC3)cc2c1=O the results were TrxR1 substrate -4%, IDH1 R132H inh 5%, D2 antagonist -20, TRHR PAM -9, PI4K2A block -2, D2 ag 0.1, TRHR agonist 0.3, rTrxR1 inhibitor -11% and USP1-UAF1 inh -14%.
For CC1CCCCC1Nc1nc2ccc(Cl)cc2n2cnnc12 (centres undefined) the results were TrxR1 substrate 8%, IDH1 R132H inh -5%, TRHR PAM -1, PI4K2A block 0, TRHR agonist -0.3, rTrxR1 inhibitor 14% and USP1-UAF1 inh -25%.
`CC(C)NC(=O)Cn1ncn2c(cc3cc(F)ccc32)c1=O` gave TrxR1 substrate 10%, IDH1 R132H inh -12%, TRHR PAM -3, PI4K2A block 2, D2 ag 0.4, TRHR agonist 0.1, rTrxR1 inhibitor 16% and USP1-UAF1 inh -14%.
C[C@H]1CN([C@@H](C)CO)C(=O)Cc2cc(NC(=O)CCN3CCOCC3)ccc2O[C@@H]1CN(C)Cc1ccc(Oc2ccccc2)cc1 was read as TrxR1 substrate -6%, IDH1 R132H inh -3%, PI4K2A block 2, rTrxR1 inhibitor 3% and USP1-UAF1 inh -2%.
Screening CCS(=O)(=O)Nc1cc2c3c(c1)CCC(=O)N3CCC2 returned TrxR1 substrate -1%, IDH1 R132H inh 2%, D2 antagonist 4, TRHR PAM 17, PI4K2A block -2, D2 ag 0.1, TRHR agonist 0.1, rTrxR1 inhibitor 21% and USP1-UAF1 inh -12%.
Screening O=C(C[n+]1ccccc1)Nc1ccccc1 returned TrxR1 substrate 2%, IDH1 R132H inh 5%, PI4K2A block -21, rTrxR1 inhibitor 14% and USP1-UAF1 inh -1%.
Screening COc1ccc(/C=N/NC(=O)c2nc(-c3ccccc3)cc(-c3ccccc3)n2)cc1OC returned TrxR1 substrate 16%, IDH1 R132H inh 6%, D2 antagonist -17, TRHR PAM 3, PI4K2A block 5, D2 ag 0.3, TRHR agonist -0.1, rTrxR1 inhibitor -5% and USP1-UAF1 inh -8%.
Screening COc1ccc2c(c1)c1nc3ccccc3nc1n2CCCN1C(=O)c2ccccc2C1=O returned TrxR1 substrate -13%, IDH1 R132H inh 1%, D2 antagonist 0, TRHR PAM -2, PI4K2A block -4, D2 ag 0.7, TRHR agonist -0.3, rTrxR1 inhibitor -5% and USP1-UAF1 inh 0%.
Screening Cc1cc(NC(=O)C2CCN(S(=O)(=O)c3cccc4nsnc34)CC2)ccc1Br returned TrxR1 substrate -2%, IDH1 R132H inh 11%, TRHR PAM -3, PI4K2A block 4, D2 ag -1.0, TRHR agonist -0.3, rTrxR1 inhibitor 9% and USP1-UAF1 inh -19%.
`CCOC(=O)Cn1nc(-c2ccccc2)c2cnc3ccc(C)cc3c21` gave TrxR1 substrate 13%[57.1 µM], IDH1 R132H inh 9%, D2 antagonist 0, TRHR PAM 6, PI4K2A block 4, D2 ag -0.2, TRHR agonist -0.8, rTrxR1 inhibitor 1%[57.1 µM] and USP1-UAF1 inh -18%.
For Cc1onc(-c2ccc(Cl)cc2)c1-c1ccnc(SCC(=O)Nc2cc(Cl)cc(Cl)c2)n1 the results were TrxR1 substrate -3%, IDH1 R132H inh -4%, D2 antagonist 9, TRHR PAM -9, PI4K2A block -2, D2 ag 0.6, TRHR agonist 0.9, rTrxR1 inhibitor 9% and USP1-UAF1 inh -8%.
Cc1noc(C)c1C(=O)Nc1nc(-c2ccc(F)c(F)c2)cs1 was read as TrxR1 substrate -13%, IDH1 R132H inh 6%, TRHR PAM 0, PI4K2A block 1, TRHR agonist -0.8, rTrxR1 inhibitor -11% and USP1-UAF1 inh -15%.
`O=C(O)c1ccc(-n2cc(-c3cc4ccccc4oc3=O)[nH]c2=S)cc1` gave TrxR1 substrate 82%, IDH1 R132H inh 2%, D2 antagonist -9, TRHR PAM 5, PI4K2A block -6, D2 ag 0.0, TRHR agonist 0.6, rTrxR1 inhibitor -40% and USP1-UAF1 inh 6%.
CC1CCN(c2nc3c(c(=O)[nH]c(=O)n3C)n2CCSc2nc3ccccc3o2)CC1 was read as D2 antagonist -26, TRHR PAM 3, D2 ag 0.8 and TRHR agonist 0.2.
For CCCCOc1ccc(C(=O)N2CC(C)OC(C)C2)cc1 (centres undefined) the results were TrxR1 substrate 3%[57.1 µM], IDH1 R132H inh 1%, D2 antagonist -4, TRHR PAM -3, PI4K2A block 9, D2 ag -0.1, TRHR agonist 0.0, rTrxR1 inhibitor -11%[57.1 µM] and USP1-UAF1 inh -1%.
`CCN1CCCC1CNC(=O)c1ccc2c(c1)N(Cc1ccccc1F)C(=O)c1ccccc1S2(=O)=O` (centres undefined) gave TrxR1 substrate 0%, IDH1 R132H inh 0%, D2 antagonist -13, TRHR PAM 14, PI4K2A block -5, D2 ag -0.1, TRHR agonist -0.8, rTrxR1 inhibitor 10% and USP1-UAF1 inh -12%.
`CCOc1ccc(-c2cc(C(=O)Oc3ccc(C#N)cc3)no2)cc1` gave TrxR1 substrate 7%, IDH1 R132H inh -12%, TRHR PAM 3, PI4K2A block -3, D2 ag 0.7, TRHR agonist -0.4, rTrxR1 inhibitor -2% and USP1-UAF1 inh 8%.
`O=C1NC(=O)C2C1C(c1ccccc1)N1C3C(=O)NC(=O)C3C(c3ccccc3)N21` (centres undefined) gave TrxR1 substrate -8%, IDH1 R132H inh 10%, D2 antagonist -4, TRHR PAM -5, PI4K2A block -3, D2 ag -0.3, TRHR agonist -1.4, rTrxR1 inhibitor -12% and USP1-UAF1 inh -3%.
Screening COc1ccc(CN2C(=O)c3ccccc3C2=O)cc1C(=O)N(C)CC(=O)Nc1c(C)cccc1C returned TrxR1 substrate 2%, IDH1 R132H inh -8%, D2 antagonist 6, TRHR PAM -5, PI4K2A block 6, D2 ag 0.2, TRHR agonist -0.3, rTrxR1 inhibitor 12% and USP1-UAF1 inh -20%.
For CN(C)S(=O)(=O)Oc1ccsc1C(=O)Nc1ccc(Br)cc1 the results were TrxR1 substrate -3%[57.1 µM], IDH1 R132H inh 7%, TRHR PAM 4, PI4K2A block -1, TRHR agonist 0.7, rTrxR1 inhibitor 10%[57.1 µM] and USP1-UAF1 inh inconclusive.
COC(=O)[C@@H](NCc1ccc(B(O)O)cc1)C(C)C was read as TrxR1 substrate 0%, IDH1 R132H inh 0%, PI4K2A block 4, rTrxR1 inhibitor 24% and USP1-UAF1 inh -2%.
Screening CC1=C(C(=O)OC2CCCCC2)C(c2ccccc2F)NC(=O)N1 (centres undefined) returned TrxR1 substrate 5%[57.1 µM], IDH1 R132H inh 3%, D2 antagonist -14, TRHR PAM 2, PI4K2A block 5, D2 ag -1.1, TRHR agonist -0.6, rTrxR1 inhibitor -4%[57.1 µM] and USP1-UAF1 inh -7%.
Cc1nc(SCC(=O)NC(=O)NC(C)C)nc(C)c1C was read as TrxR1 substrate -2%[57.1 µM], IDH1 R132H inh 2%, D2 antagonist -9, TRHR PAM -4, PI4K2A block 5, D2 ag 0.1, TRHR agonist 0.4, rTrxR1 inhibitor 7%[57.1 µM] and USP1-UAF1 inh 5%.
For COc1cccc(CN2CCN(S(=O)(=O)c3ccccc3)CC2)c1OC the results were TrxR1 substrate -2%, IDH1 R132H inh 3%, PI4K2A block -1, rTrxR1 inhibitor 8% and USP1-UAF1 inh -23%.
Screening CC(C)c1ccc(C2=NN(c3ccccc3)C(=O)CC2)cc1 returned TrxR1 substrate -7%, IDH1 R132H inh 8%, D2 antagonist -3, TRHR PAM 3, PI4K2A block -4, D2 ag -0.7, TRHR agonist 1.7, rTrxR1 inhibitor -3% and USP1-UAF1 inh -13%.
`CCOC(=O)CSc1nnc(CNC(=O)c2cccc(C)c2)n1C` gave TrxR1 substrate 15%[57.1 µM], IDH1 R132H inh 3%, D2 antagonist 35*, TRHR PAM -7, PI4K2A block 0, D2 ag 0.0, TRHR agonist 1.5, rTrxR1 inhibitor 41%[activator][57.1 µM] and USP1-UAF1 inh 2%.
COc1cccc(CN2CCC(N(CCc3ccccc3)Cc3ccccc3)CC2)c1OC was read as TrxR1 substrate 2%, IDH1 R132H inh 11%, D2 antagonist 20, TRHR PAM 5, PI4K2A block -6, D2 ag 1.1, TRHR agonist 0.2, rTrxR1 inhibitor 7% and USP1-UAF1 inh -4%.
`CCOC(=O)c1ccc(NC(=O)CC2C(=O)N(c3ccc(F)cc3)C(=O)N2CCCOC)cc1` (centres undefined) gave TrxR1 substrate 7%, IDH1 R132H inh 2%, D2 antagonist -1, TRHR PAM 3, PI4K2A block 3, D2 ag 0.3, TRHR agonist -0.1, rTrxR1 inhibitor 21% and USP1-UAF1 inh -7%.
